Screens from PubChem BioAssay.
PfM18AAP inh: blocks P. falciparum M18 aspartyl aminopeptidase; recombinant PfM18AAP, H-Glu-NHMec fluorogenic cleavage; inhibition, % at 7.35 µM; 290,000 tested, 1.2% active; AID 1822;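 active = inhibition above the campaign mean inhibition over all tested compounds plus 3 SD, cut at about 28% in these data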;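 note: 0% = plate median of test compound wells and 100% = 2 mM ZnCl2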
VIM-2 inhibitor: inhibitors of Pseudomonas aeruginosa VIM-2 metallo-beta-lactamase; 290,000 tested, 0.89% active; purified VIM-2, nitrocefin hydrolysis, epi-absorbance fluorescence; inhibition, % at 5.6 µM; AID 1527;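 active = inhibition above the mean of all tested compounds plus 3 SD, cutoff set per screening run, cut at about 7.5% in these data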;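 note: red hydrolysis product quenches plate fluorescence so inhibitors raise well fluorescence; 0% = enzyme with DMSO and 100% = DMSO without enzyme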
DNA FID counter: fluorescent intercalator displacement, NS3 helicase counter-screen; DNA fluorescent intercalator displacement, fluorescence; inhibition, % at 7.9 µM; 290,000 tested, 0.17% active; AID 1845; in the data active = inhibition above about 37%;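 note: 0% = vehicle and 100% = reference compound; higher means more ethidium bromide displaced from hairpin DNA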
HCV NS3 hel inh: inhibitors of Hepatitis C virus NS3 helicase | NS3 helicase DNA unwinding, Cy5 molecular beacon fluorescence | inhibition, % at 10.9 µM | 290,000 tested, 0.56% active | AID 1800;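 active = inhibition above the mean of all tested compounds plus 3 SD, set per campaign, cut at about 35% in these data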;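 note: 0% = DMSO wells and 100% = thioflavine S control wells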
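System: Hepatitis C virus NS3 helicase domain fragment enzyme | Reagent: Annealed dual-labelled DNA beacon duplex, ATP-started | Compound dosing: 10.9 µM single point, 0.8% DMSO | Incubation: 1 h reaction at 25 °C, ATP-initiated | Technique: Cy5 fluorescence | Evaluation: Percent inhibition from t60/t0 fluorescence ratio | Benchmarks: Low DMSO, high thioflavine S at 110 µM | Replication: Singlicate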
p-CIP stab down: p/CIP protein destabilization | 290,000 tested, 0.01% active | Q05BA5 | decrease of EGFP signal, % at 10 µM | F442A p/CIP-EGFP cells, EGFP fluorescence, 16 h | AID 1984;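 active = EGFP signal decrease of at least 30% at 10 µM or well 3 SD below plate mean, unless failing retest; inactive = the rest, including hits failing retest or dose response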; note: some compounds called inactive have numbers as strong as hits; many of its hits are not listed in these tables
UBC9 SUMO inh: SUMOylation inhibition; 290,000 tested, 0.36% active; HTRF SUMOylation assay, SAE1/SAE2 + UBC9, in vitro; inhibition, % at 35 µM; P63279; AID 2006; in the data active = inhibition above about 50%, passing the limit was not always enough; note: strong numbers were not always called active
Target sequence (P63279 whole entry, looked up): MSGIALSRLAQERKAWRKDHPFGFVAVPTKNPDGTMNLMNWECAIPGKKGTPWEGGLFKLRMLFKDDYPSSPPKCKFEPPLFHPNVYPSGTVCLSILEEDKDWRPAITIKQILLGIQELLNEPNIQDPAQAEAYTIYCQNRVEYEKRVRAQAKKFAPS
IMP-1 inh: inhibitors of Pseudomonas aeruginosa IMP-1 metallo-beta-lactamase. purified IMP-1, nitrocefin hydrolysis, epi-absorbance fluorescence. inhibition, % at 5.6 µM. 290,000 tested, 0.45% active. AID 1556;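 active = inhibition above the mean plus 3 SD of all compounds in the same screening run, cut at about 4.5% in these data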;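 note: 0% = IMP-1 with DMSO and 100% = DMSO wells lacking enzyme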
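System: Purified IMP-1 | Read-out basis: Percent enzyme inhibition | Controls: IMP-1 with DMSO as 0%, enzyme-free DMSO as 100% | Replicates: One well per compound | Doses: 5.6 µM nominal single concentration | Detection: Epi-absorbance fluorescence, 480 nm excitation, 530 nm emission | Incubation: 25 °C, 15 min preincubation, 25 min reaction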
IDE act: IDE (human) activation, cell-based. activation, % at 5.96 µM. HEK cells, FAbeta-B cleavage, fluorescence polarization; 0% vehicle, 100% cell-free pure enzyme wells. 340,000 tested, 0.073% active. P14735. AID 493087;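 active = activation above the mean of all tested compounds plus 3 SD, set per screening campaign, cut at about 17% in these data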
IDE inh: inhibitors of human insulin-degrading enzyme in cells | P14735 | HEK cells, FAbetaB cleavage, fluorescence polarization | inhibition, % at 5.59 µM | 320,000 tested, 0.41% active;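 active = percent inhibition above the average of all tested compounds plus 3 SD, set per screening campaign, cut at about 16% in these data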;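 note: IDE supplied by intact live HEK cells; FP after avidin binding of uncleaved biotin substrate so inhibition keeps polarization high; 0% = DMSO wells and 100% = 60 µM reference IDE inhibitor Ii1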
An asterisk follows results filed as active; x = no result given. Outcome played no part in choosing rows (roughly 3.6% active in at least one column).

SMILES	PfM18AAP inh	VIM-2 inhibitor	DNA FID counter	HCV NS3 hel inh	p-CIP stab down	UBC9 SUMO inh	IMP-1 inh	IDE act	IDE inh
Cc1nc(C)n(C(C)CC(=O)O)n1 (stereo not given)	-8	-2.1	1	2	-9	-10	-3.8	8	2
CC(=O)N1N=C(c2cccs2)CC1c1ccco1 (stereo not given)	2	0.6	-12	2	-13	17	-0.9	1	0
Cc1ccc(/C=C(\C#N)C(=O)N2CCCC2)c(C)c1	-1	0.9	-9	-1	-1	-2	2.4	-1	-7
COc1ccc(-c2cc(C)no2)cc1S(=O)(=O)N1CCOc2ccc(C)cc21	1	-1.1	-18	8	7	12	-1.1	4	2
COCCNC(=O)c1c(N)n(-c2ccccc2)c2nc3ccccc3nc12	8	0.9	-21	22	0	48	-2.2	-2	-2
CCc1ccc(OCC(=O)Nc2ccc(S(=O)(=O)N3CCCC3)cc2)c(Br)c1	0	-0.6	2	5	-16	13	0.2	-13	7
COc1ccc(CNC(=O)COC(=O)c2ccccn2)cc1	-2	-1.8	2	4	-36	9	-2.9	2	-1
CCN=C1SC(C(=O)Nc2ccc(Cl)c(Cl)c2)CC(=O)N1CC (stereo not given)	2	-1.9	3	3	-8	6	-4.0	6	-6
COc1cccc(N(C(=O)Cn2nnc3ccccc32)C(C(=O)NCc2ccco2)c2cccnc2)c1 (stereo not given)	10	-5.7	-23	2	-2	-7	-1.2	5	x
O=C(/C=C/c1cccc([N+](=O)[O-])c1)Nn1c(-c2ccccc2F)nc2ccccc2c1=O	-1	-2.8	1	1	-7	-5	-3.7	0	2
COc1ccc(C(=O)Nc2ccc(NC(=O)c3cnccn3)cn2)cc1	0	-3.5	-2	-10	-1	-4	-1.5	-2	7
CCOC(=O)C1(CCOc2ccccc2)CCN(Cc2ccccc2O)CC1	6	-3.0	22	-53	x	x	-2.4	4	6
Cc1c(N=NC2=C(O)CCCC2=O)c(=O)n(-c2ccccc2)n1C	32*	-7.0	-11	9	46	9	-2.5	4	4
O=C(NCCO)C(=O)c1c(-c2ccc(Cl)cc2)cc2ccccn12	-2	-1.9	-9	14	-9	9	-3.5	3	-1
COc1cc(/C=C2\C(=N)N3N=C(S(C)(=O)=O)SC3=NC2=O)cc(OC)c1OCCOc1ccc(C)cc1	-2	-1.5	-2	33	8	12	0.3	-1	4
CCOc1ccc(OCC)c(NC(=O)CN2CCN(c3cccc(C)c3)CC2)c1	-10	-2.7	-1	-10	-1	-8	-2.0	8	6
CC(C)(C)CC(=O)Nc1cc2c3c(c1)CC(=O)N3CCC2	-2	-2.0	-13	-4	2	2	-1.1	-6	2
CCc1ccc(OCC(=O)NC(C)(C)C)cc1	-3	-1.5	0	6	-2	24	-1.8	5	3
CCCn1c2ccccc2c2cnn(CC(=O)NCCCN3CCCC(C)C3)c(=O)c21 (stereo not given)	-1	-1.0	19	0	3	-4	-5.5	6	3
O=C(N/N=C/c1ccc(O)cc1)c1[nH]c2ccc(Br)cc2c1-c1ccccc1	6	-2.2	-6	-7	0	-5	-1.6	4	0
COc1cc(/C=N/NC(=O)COc2ccc(C)cc2)ccc1OC(=O)c1cccs1	6	-1.3	-25	-9	-2	-16	-3.6	-2	14
CC(C)(C)Nc1nc(C(N)=O)nc(N2CCOCC2)n1	1	-0.9	-6	-4	12	1	-2.2	0	6
CC(=O)c1c(C)[nH]c(C(=O)COc2cc(C)cc(C)c2)c1C	2	-1.6	-9	1	-2	-6	-3.1	-8	10
COCc1cc(=O)[nH]c2cc(NC(=O)C3CC3)c(C)cc12	-3	-2.7	-2	-4	-9	-1	-2.9	2	1
Cn1c(N)c(S(=O)(=O)N2CCN(c3ccccc3Cl)CC2)c(=O)n(C)c1=O	3	-3.4	-25	2	11	0	-1.1	3	4
c1ccc(CNc2nc(N3CCN(Cc4ccccc4)CC3)nc3ccccc23)cc1	-5	-0.7	19	-89	1	-35	-1.2	x	-3
Cc1ccc(NC(=O)C2CCC(CNC(=O)[C@@H]3Cc4ccccc4CN3)CC2)c(C)c1 (stereo not given in full)	1	0.5	18	-6	2	-6	0.6	4	-4
Cc1cc(OCCCn2ccnc2)ccc1[N+](=O)[O-]	5	28*	3	-5	3	4	-0.9	4	0
O=C(Cn1nnc(N2CCCC2)n1)N/N=C/c1ccc(Cl)cc1	5	-0.9	-29	-5	7	11	-2.2	3	7
c1ccc2c(c1)nnn2Cc1nnc2sc(-c3ccc4c(c3)OCCO4)nn12	2	-2.8	-5	6	-17	-1	-2.4	-5	-1
C/C(=N\Nc1ccc(C)c(Cl)c1)c1cccnc1	18	-4.1	-11	13	-5	15	-3.3	-3	7
O=S(=O)(c1ccc(Br)cc1)N1CCCc2ccccc21	-15	-2.3	-11	-5	4	12	-2.4	5	1
COc1ccc2c(c1)c(=O)c(C(=O)O)c(-c1ccc3c(c1)OCO3)n2C	3	40*	-2	1	-8	22	-1.5	2	-3
Cn1c(=O)c2cn(Cc3ccc(Cl)cc3)cc2n(C)c1=O	0	-3.2	-4	3	-12	11	-4.8	-4	-3
O=C(N/N=C(\c1ccccc1)c1cccnc1)c1cccc(F)c1	-7	-4.4	-23	6	-35	0	-4.6	3	-6
Cc1cc(C(=O)NC(C)C2CCCO2)no1 (stereo not given)	0	-2.4	0	11	-5	14	-1.6	-1	-1
COCCn1c(COc2ccc(Cl)cc2)nnc1SCC(N)=O	2	-2.1	-4	-5	4	2	0.4	1	-2
COc1ccc(CNC(=O)CSc2ncnc3nc[nH]c23)cc1	3	-4.7	1	1	-7	19	-2.8	6	-1
c1ccc(CN2CCCC3(CCCN(Cc4nc(COc5ccccc5)no4)C3)C2)cc1 (stereo not given)	5	-0.3	-5	-20	-11	13	-4.7	4	-2
Cc1ccc(OCC(=O)Nc2ccc3c(c2)C(=O)N(CCC(=O)O)C3=O)cc1	5	-1.1	-30	2	-4	-9	-2.2	2	1
CCN(CC)S(=O)(=O)c1ccc2c(c1)c(=O)c(C(=O)NCCOC)cn2C	8	-5.1	-8	9	6	-5	-5.5	3	3
NC(=S)Nc1cnc2ccccc2c1	-4	2.5	2	-3	0	1	-0.8	2	0
COc1ccc(CCNC(=O)c2cc(C(=O)c3cc(Cl)ccc3O)cn(CCc3ccc(OC)cc3)c2=O)cc1	-7	-3.6	1	2	1	-4	-3.7	5	1
Cc1coc(C)c1C(=O)CC1(O)C(=O)N(CCc2ccccc2)c2ccccc21 (stereo not given)	-2	-6.1	-37	-1	-6	-19	-2.6	3	-5
O=C(CCC(=O)N1CCN(S(=O)(=O)c2ccc3ccccc3c2)CC1)Nc1cc(Cl)cc(Cl)c1	-4	-0.4	-15	-13	-14	-12	-1.1	2	-2
CCNc1nc(NC(C)C)nc(NS(=O)(=O)c2ccc(Cl)cc2)n1	2	-2.5	-12	2	1	-4	-2.7	2	3
COc1ccc(Cl)cc1C(=O)NNC(=S)NC1CCCCC1	-4	-4.0	0	-23	-8	5	-3.9	x	-1
CCOC(=O)C1=C(N)N(c2ccc(N3CCCCC3)cc2)C(=O)C1	3	-3.0	-10	14	-5	17	-4.2	0	5
O=C(Nc1ccc([N+](=O)[O-])cc1)N1CCCCCC1	-4	0.8	0	-9	-2	23	-1.1	2	5
CC(C)(C)NS(=O)(=O)c1ccc(C(=O)Nc2ccc3c(c2)OCO3)cc1	2	-1.1	-14	-7	11	-2	1.7	2	-4
CCN(CC)CCNC(=O)c1cn(CC)c2ccc(S(=O)(=O)N(C)C3CCCCC3)cc2c1=O	-1	-2.3	15	-18	4	-1	-3.0	5	5
Cc1ccc2[nH]c(C)c(CC(=O)O)c2c1	5	-2.2	1	5	14	3	-5.8	3	-1
CCOc1cccc(-c2nn3c(-c4ccccn4)nnc3s2)c1	1	1.3	-19	-5	10	21	-3.5	5	-1
CC(=O)N1CCN(C(=O)c2ccc3c(c2)S(=O)(=O)c2ccccc2C3=O)CC1	-5	-1.1	-4	10	-23	18	-2.1	4	4
Cc1ccc(C)c(-n2c(SCC(N)=O)nnc2-c2ccccn2)c1	-5	-5.6	-17	4	-5	23	-0.6	3	7
CCOc1cc(C=O)ccc1OCC(N)=O	0	-4.4	-1	-4	-11	17	-4.6	1	5
COc1cccc(C2C3(C#N)C(N)=NC(OC)(OC)C23C#N)c1 (stereo not given)	-1	-1.2	-2	-1	-3	11	-1.5	-1	0
Cc1cc(/C=C2\SC(=O)N(C)C2=O)c(C)n1-c1ccc(S(N)(=O)=O)cc1	6	-0.8	-1	1	15	10	-2.0	-3	4
CN(CCCC(=O)Nc1ccc(OC(F)F)cc1)S(=O)(=O)c1ccc(F)cc1	-3	-2.7	-15	-3	-12	8	-4.2	-1	2
COc1cc(C(=O)Oc2c(CN3CCOCC3)cc(Cl)c3cccnc23)cc(OC)c1OC	0	3.3	3	-1	-8	10	-0.9	7	2

Following part
SMILES	PfM18AAP inh	VIM-2 inhibitor	DNA FID counter	HCV NS3 hel inh	p-CIP stab down	UBC9 SUMO inh	IMP-1 inh	IDE act	IDE inh
CCC(C)[C@H](NC(=O)C1CC(=O)N(c2ccc3c(c2)OCCO3)C1)C(=O)N1CCCCC1 (stereo not given in full)	0	-1.9	-44	10	-2	5	-1.7	10	1
COc1ccccc1NC(=O)CNC(=O)c1ccc(F)cc1	3	-0.8	-1	-2	9	10	-4.7	8	-4
Oc1ccc(Br)cc1-c1ccnn1-c1ccccc1	-5	3.6	-18	19	-4	2	2.2	3	-2
O=C(Nc1ccccc1C(=O)N1CCOCC1)c1ccncc1	2	1.5	4	3	3	2	-0.3	0	2
CCCCN(C)C(=O)CSc1nc(NCc2ccc(OC)cc2)c2ccccc2n1	4	-2.7	-1	-21	1	14	-1.7	-4	3
COC(=O)c1cc(OC)ccc1-c1ccc(OC)cc1	1	-1.9	-7	2	-25	16	-2.7	7	-1
COc1ccc(NC(C(=O)Nc2cccc(C(C)=O)c2)c2ccccc2)cc1 (stereo not given)	9	0.8	-9	-9	-4	-16	1.1	5	-7
CC(C)CNS(=O)(=O)c1ccc(CCC(=O)NCc2ccncc2)cc1	1	-1.5	-5	-8	-5	19	-2.6	0	3
c1ccc(CN2C3=NCCCN3c3ccccc32)cc1	0	-1.8	4	-5	7	6	-1.7	11	0
